Screening results: PubChem, National Center for Advancing Translational Sciences (NCATS)
IL-1B inflam inh: inflammasome signaling inhibition, IL-1 beta readout; THP-1 LPS/ATP IL-1B secretion, AlphaLISA, 16 h; stronger effect = lower value; activity change, % at 57.5 µM; 4.7% of 360,000 active; AID 743279; in the data active = activity change below about -50%; inconclusive = mostly about -30% to -49%; also: % is scaled to controls: 0 for no effect and ±100 for the full control effect
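Secreted IL-1B measured by AlphaLISA bead assay after 16 h compound exposure of THP-1 cells; compounds (final up to 57.5 uM) added 1 h before LPS (250 ng/mL) and ATP (1.25 mM) stimulation; lower signal means less secretion.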
SW480 rerep: induces DNA re-replication in SW480 colon adenocarcinoma cells; SW480 DNA re-replication, Hoechst DNA content imaging, 48 h; Potency, µM (top dose mostly 46.1 µM), without a hit: at the highest dose re-replication activation, actives largely listed as activators; 1.8% of 340,000 active; AID 624297; also: potency is read from the fitted curve at half-maximal effect; % of control where 0% means no effect; nearly all actives have a fitted effect of over 55% in size
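SW480 cells exposed to compounds for 48 hr at 37 C, 5% CO2, then Hoechst-stained 40 min. Nuclear DNA content imaged by fluorescence scanning (405 nm excitation, 500-530 nm emission); re-replication scored as increased high-intensity nuclei.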
D3 antag: blocks the human D3 dopamine receptor | P35462 | D3R cells, DiscoveRx beta-arrestin luminescence, antagonist mode; stronger effect = lower value | max response, negative = inhibition, % | 2.5% of 360,000 active | AID 652054; in the data active = max response below about -50%; inconclusive = no clear call, values can overlap the other calls; also: % is scaled to controls: 0 for no effect and ±100 for the full control effect; mostly tested at two doses, the higher about 12 µM
Target sequence (P35462 whole entry, looked up): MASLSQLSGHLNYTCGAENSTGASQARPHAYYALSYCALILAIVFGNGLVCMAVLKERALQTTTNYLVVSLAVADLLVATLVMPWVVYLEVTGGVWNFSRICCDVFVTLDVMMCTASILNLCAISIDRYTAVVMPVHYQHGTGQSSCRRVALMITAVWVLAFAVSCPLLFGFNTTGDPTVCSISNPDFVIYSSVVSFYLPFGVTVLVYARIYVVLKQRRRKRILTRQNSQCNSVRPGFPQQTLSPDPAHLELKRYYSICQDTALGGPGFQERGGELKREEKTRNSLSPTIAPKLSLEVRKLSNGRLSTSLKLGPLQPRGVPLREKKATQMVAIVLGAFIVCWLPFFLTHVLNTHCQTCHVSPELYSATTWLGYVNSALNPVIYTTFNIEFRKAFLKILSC
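Cells plated overnight at 1500 cells/well, then exposed to library compounds with dopamine controls for 90 minutes at 37 degrees C. DiscoveRx reagent added for 30–60 minutes at room temperature; luminescence read, quantitative HTS format.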
DRD3 agonist: activates the human D3 dopamine receptor | P35462 | D3R DiscoveRx beta-arrestin cells, luminescence, 90 min | max activation, % | 0.58% of 410,000 active | AID 652048; in the data active = max activation above about 30%; also: 0% is about no effect; mostly tested at two doses, the higher about 12 µM
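Cells at 1500/well, incubated overnight, then treated with pinned compounds (dopamine as control) for 90 min at 37 degrees C. DiscoveRx reagent added for 30 - 60 minutes at room temperature; luminescence read.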
HT1080-NT tox: kills 2HG-producing HT-1080-NT fibrosarcoma cells; Potency, µM (top dose mostly 46.1 µM), for the others: top-dose activity, negative = less viability, actives largely listed as cytotoxic; HT-1080-NT fibrosarcoma viability, CellTiter-Glo ATP luminescence, 48 h; 1.6% of 360,000 active; AID 686970;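 also: NT is the 2HG producing partner of a matched IDH1 knockdown line; potency is read from the fitted curve at half-maximal effect; 0% = DMSO-treated cells and -100% = media-only wells without cells; nearly all actives have a fitted effect of over 55% in size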
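Read-out is CellTiter-Glo luminescence after 10 minutes at room temperature, following 48 hours' compound treatment of HT-1080-NT cells (750 cells/well, RPMI, 5% FBS, 37 degrees C).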
GLP-1R agonist: agonists of human GLP-1 receptor | 0.007% of 380,000 active | P43220 | HEK293 GLP-1R CRE-luciferase, luminescence, 4-6 h; cells express a hypersensitive GLP-1R form | Potency, µM (top dose mostly 45.6 µM), without a hit: at the highest dose activation, usual class: activators; also: potency is read from the fitted curve at half-maximal effect; % of control where 0% means no effect
Target sequence (P43220 whole entry, looked up): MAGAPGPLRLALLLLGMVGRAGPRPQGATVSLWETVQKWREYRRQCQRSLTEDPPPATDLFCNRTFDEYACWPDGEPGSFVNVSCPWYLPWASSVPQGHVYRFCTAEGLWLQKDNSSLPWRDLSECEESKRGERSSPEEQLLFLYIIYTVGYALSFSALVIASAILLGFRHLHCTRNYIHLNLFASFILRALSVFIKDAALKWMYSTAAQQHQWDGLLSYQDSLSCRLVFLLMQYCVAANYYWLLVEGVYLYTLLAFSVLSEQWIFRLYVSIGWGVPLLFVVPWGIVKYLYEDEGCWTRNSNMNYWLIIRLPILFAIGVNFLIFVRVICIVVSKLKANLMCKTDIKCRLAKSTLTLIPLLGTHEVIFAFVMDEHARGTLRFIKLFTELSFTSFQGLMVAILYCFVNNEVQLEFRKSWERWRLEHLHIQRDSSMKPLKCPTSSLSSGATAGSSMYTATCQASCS
KB-V1 cytotox: KB-V1 MDR subline cytotoxicity; KB-V1 MDR cells viability, CellTiter-Glo, 72 h; Potency, µM (titrated, usually from 46.1 µM), for inactives: top-dose activity change, negative = cytotoxicity, actives largely listed as cytotoxic; 3.4% of 400,000 active; AID 1347076; also: potency is read from the fitted curve at half-maximal effect; % is scaled to controls: 0 for no effect and ±100 for the full control effect; nearly all actives have a fitted effect of over 60% in size
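Drug-selected KB-V1 cells, grown in DMEM lacking phenol red with 10% FBS, receive compound titrations; after three days at 37 degrees C, surviving cell ATP is quantified by CellTiter-Glo luminescence and responses normalized and curve-fitted.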
HT1080 IDH1KD tx: HT-1080 IDH1 knockdown cell toxicity (counter line); HT-1080 IDH1 knockdown viability, ATP luminescence, 48 h; Potency, µM (doses to about 46.1 µM), for the others: at the highest dose activity, negative = toxicity, hits mostly cytotoxic; 2% of 360,000 active; AID 686971;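 also: potency is read from the fitted curve at half-maximal effect; 0% = DMSO wells and -100% = cell-free medium wells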
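CellTiter-Glo luminescence after 48 h compound exposure at 37 degrees C of IDH1-knockdown HT-1080 cells in 5% FBS RPMI. %Activity scaled between DMSO wells and cell-free media wells, with curves fitted and assigned curve classes.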
KB-3-1 tox: kills parental KB-3-1 adenocarcinoma cells; Potency, µM (titrated, usually from 46.1 µM), inactives show top-dose activity change, negative = cytotoxic, hits mostly cytotoxic; KB-3-1 viability, CellTiter-Glo ATP luminescence, 72 h; 1.4% of 400,000 active; also: potency is read from the fitted curve at half-maximal effect; % is scaled to controls: 0 for no effect and ±100 for the full control effect; nearly all actives have a fitted effect of over 60% in size
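KB-3-1 parental drug-naive adenocarcinoma cells in DMEM/10% FBS, incubated 72 h at 37 C with pin-transferred compounds across a concentration series. Viability by CellTiter-Glo luminescence; concentration-response curves fitted after normalization.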
* hit, by the source's call; ? = inconclusive; nt = not tested or not shown; & = joins results of further samples; [ ] = another dose, or the depositor's remark. Unless noted, calls follow the shape of the dose curve; as a rule, active = well fitted curve in the direction sought with a large enough effect; inconclusive = small, poorly fitted or top-dose-only effect, or another doubt; inactive = no such curve, though single readings can be large; an effect the other way counts as inactive or inconclusive.

SMILES	IL-1B inflam inh	SW480 rerep	D3 antag	DRD3 agonist	HT1080-NT tox	GLP-1R agonist	KB-V1 cytotox	HT1080 IDH1KD tx	KB-3-1 tox
OC1(c2cccc(C(F)(F)F)c2)CCNCC1	-8	0%	-3	-1	8%	-6%	8%	0%	1%
O=C1[C@@H]2Cc3c([nH]c4ccccc34)C(c3ccccc3)N2C(=O)CN1CCO (some centres not stated)	-1	-22%	-1	0	0%	-4%	8%	9%	3%
COc1cc(/C=N/NC(=O)c2cccc(NC(=O)c3ccccc3)c2)ccc1O	?	-5%	5	16	-6%	11%	24%	0%	8%
COc1ccc(C2CC(c3cccs3)=NN2C(=O)CSc2nc(=O)n3ccc(C)cc3n2)cc1 (configuration not stated)	?	?	14	0	-9%	18%	?	-22%	9%
Cc1nc(C)c(C(=O)OCC(=O)NCCc2ccc(S(N)(=O)=O)cc2)s1	-2	9%	12	12	15%	-2%	5%	2%	3%
CS(=O)(=O)N1CCN(c2ccccc2NC(=O)Nc2cccc(Cl)c2)CC1	-25	2%	-2	3	-7%	-2%	-8%	-6%	-8%
O=C(O)c1ccc(/C=N/N2CCN(C3c4ccccc4-c4ccccc43)CC2)cc1	-15	2%	-11	-9	5%	-1%	8%	2%	-15%
CCc1ccccc1NC(=O)N1CCc2ccccc21	-4	-3%	-2	2	-4%	3%	-22%	9%	13%
O=C1CC(C(=O)Nc2ccccc2)S/C(=N\NC(=O)c2ccccc2Cl)N1 (configuration not stated)	-10	-3%	17	2	11%	6%	33%	11%	-16%
O=C(NCCCCCNC(=O)c1cccnc1)c1cccnc1	16	-16%	11	-5	0%	-6%	0%	8%	-4%
Cc1cc(OCC(=O)N2CCC(C(=O)O)CC2)c2c(C)cc(=O)oc2c1	7	-5%	-11	-18	-1%	0%	0%	-3%	0%
Cn1nnc2cc(NC(=O)NCc3ccc4c(c3)OCO4)ccc21	?	1%	-90*	-20	1%	0%	-24%	-11%	-25%
Cn1c(=O)c2c(ncn2CCN(CCO)Cc2ccccc2)n(C)c1=O	2	0%	4	-8	4%	-9%	11%	6%	0%
O=C(NNC(=O)c1ccccc1O)c1ccc(S(=O)(=O)Nc2ccccc2)cc1	45	11µM*	63	6	-14%	-1%	?	-19%	?
N#Cc1cccc(CN2CCC(=O)N([C@H](CO)Cc3ccccc3)CC2)c1	11	0%	-9	8	5%	0%	-2%&-21%	13%	-3%&-1%
COC(=O)c1ccc(NC(=O)COc2cccc(-n3cnnn3)c2)cc1	-10	1%	3	-10	1%	-3%	0%	?	9%
Cc1ccc2nc(N/N=C/c3ccco3)cc(C)c2c1	-56*	?	-25	-26	-8%	-4%	?	-1%	-8%
Cc1ccc(-n2nnnc2CNC(=O)C2CC(=O)N(c3ccccc3)C2)cc1C (configuration not stated)	-26	-13%	10	2&-14	7%	1%	6%	5%	-1%
COc1ccccc1N1CCN(CC(=O)Nc2ccc(CN3CCCCC3)cc2)CC1	-11	4%	-65*	-27	2%	-2%	-12%	-2%	5%
O=C(CNc1ccc2ccccc2c1)N/N=C/c1ccncc1	-12	-7%	-1	-2	-24%	0%	0%	-21%	-3%
O=C(Nc1cccc(-c2nc3cc(Cl)ccc3o2)c1)c1ccc(F)cc1	nt	nt	nt	-14	nt	3%	-11%	nt	0%
O=S(=O)(c1ccc2c(c1)OCCO2)N1CCC(c2nc3ccccc3[nH]2)CC1	-5	-2%	4	3	-5%	11%	15µM*	?	?
Cc1ccccc1NC(=O)CCS(=O)(=O)c1cccc2nonc12	-4	-29%	-1	0	2%	4%	-6%	4%	-1%
COc1cc(NS(=O)(=O)c2cc(C)ccc2OC)c(OC)cc1Cl	-4	-4%	84	3	-12%	1%	?	-21%	-2%
O=C(O)c1cccc(NC(=O)c2cc(-c3cccc(Cl)c3)nc3ccccc23)c1	83	-4%	14	3	10%	6%	?	-3%	-1%

A different layout for 2 compounds above:
Every second line gives: IL-1B inflam inh | SW480 rerep | D3 antag | DRD3 agonist | HT1080-NT tox | GLP-1R agonist | KB-V1 cytotox | HT1080 IDH1KD tx | KB-3-1 tox
O=C(Nc1cccc(-c2nc3cc(Cl)ccc3o2)c1)c1ccc(F)cc1
 : nt | nt | nt | -14 | nt | 3% | -11% | nt | 0%
O=S(=O)(c1ccc2c(c1)OCCO2)N1CCC(c2nc3ccccc3[nH]2)CC1
 : -5 | -2% | 4 | 3 | -5% | 11% | 15µM* | ? | ?

Some entries already given, showing only HT1080-NT tox and IL-1B inflam inh.
Compound	HT1080-NT tox	IL-1B inflam inh
Cc1cc(OCC(=O)N2CCC(C(=O)O)CC2)c2c(C)cc(=O)oc2c1	-1%	7
Cn1nnc2cc(NC(=O)NCc3ccc4c(c3)OCO4)ccc21	1%	?
Cn1c(=O)c2c(ncn2CCN(CCO)Cc2ccccc2)n(C)c1=O	4%	2
O=C(NNC(=O)c1ccccc1O)c1ccc(S(=O)(=O)Nc2ccccc2)cc1	-14%	45

Continued.
SMILES	IL-1B inflam inh	SW480 rerep	D3 antag	DRD3 agonist	HT1080-NT tox	GLP-1R agonist	KB-V1 cytotox	HT1080 IDH1KD tx	KB-3-1 tox
CCCC(=O)C1=C(O)C(C(=O)OC)C(C)(C)CC1=NC(C)C (configuration not stated)	-2	-8%	0	1	5%	19%	1%	2%	-8%
O=C(N/N=C/c1ccc(O)c(O)c1)c1cc(-c2ccccc2)nc2ccccc12	61	-1%	-6	4	-10%	2%	1%	-28%	5%
COc1ccc(C2CC(=O)c3cnc(N4CCN(Cc5ccccc5)CC4)nc3C2)cc1 (configuration not stated)	-10	14%	-20	-10	-11%	4%	-15%	-10%	-16%
O=[N+]([O-])c1ccc2nc(SCc3ccccc3Cl)sc2c1	2	19%	6	-2	9%	-4%	-16%	0%	-2%
O=C(c1ccc(Cl)cc1)C1CCN(C(=O)C2CC2)CC1	-13	-9%	11	2	8%	-4%	-15%	-10%	11%
CCCCOCCCNC(=O)C[C@@H]1C[C@@]2(C(=O)OCC)CCC=C2N(CCC2=CCCCC2)C1=O	0	nt	-4	-4	-2%	-1%	?	-26%	-5%
CCOC(=O)c1ccc(Nc2cc(C)nc(C)c2C(=O)OCC)cc1	25	-6%	?	-3	-4%	13%	-27%	-10%	20%
CC(C)C(=O)Nc1csc(C(F)(F)F)c1-c1ccccc1	17	1%	25	4	11%	-12%	27%	7%	?
CCc1ccc(NC(=O)Cn2c(=O)n(CCCCC(=O)NCCc3ccc(Cl)cc3)c(=O)c3ccccc32)cc1	nt	nt	nt	-1	nt	2%	3%	nt	0%
CSCCC(NC(=O)c1ccc(C(C)(C)C)cc1)C(=O)O (configuration not stated)	24	-2%	13	21	2%	-3%	0%	1%	-6%
CC(=O)c1ccc(S(=O)(=O)Nc2ccc(S(=O)(=O)N3CCCCC3)cc2)cc1	0	-1%	0	-20	-3%	-2%	3%	4%	-17%
COc1ccc(N/C=C(\C#N)S(=O)(=O)c2ccc(OC)cc2)cc1	1	-3%	0	-9	0%	8%	1%	4%	-2%
COc1ccc(C(CC(=O)N2CCN(c3ccccc3)CC2)c2c(OC)cc(OC)c3ccc(=O)oc23)cc1 (configuration not stated)	-8	-21%	-22	-34	-5%	6%	0%	0%	-12%
Nc1nccc2c1ncn2C1OC(CO)C(O)C1O (configuration not stated)	?	nt	-6	2	-5%	-2%	-2%	-16%	6%
CCOC(=O)c1sc(NC(=O)C2CC(=O)N(c3ccc(C)cc3)C2)nc1C (configuration not stated)	-18	4%	-19	-12	-3%	5%	14%	-14%	-9%
O=C(NC1CCCCC1)c1ccc(-n2cncn2)c([N+](=O)[O-])c1	13	-1%	12	1	0%	-2%	19%	-1%	0%
Nc1c(C(=O)CSc2nc3ccccc3o2)c(=O)[nH]c(=O)n1C1CC1	4	15%	0	11	-10%	4%	3%	?	1.3µM*
CCOC(=O)C1CCN(C(=O)CSC2=NCCS2)CC1	-11	-5%[9.22 µM]	-8	-1	7%	-8%	10%	8%	10%
CC(C)NC(=O)NC(=O)COC(=O)c1cc[n+]([O-])cc1	-2	0%	-3	-5	20%	1%	-4%	15%	1%
CCN(C(=O)COC(=O)c1cccnc1SC)C1CCCCC1	0	-31%[inhibitor]	0	0	-12%[9.24 µM]	12%	-15%	0%	21%
COc1ccc(N/C=C(\[N+](=O)[O-])S(=O)(=O)c2ccccc2)cc1	24	3%	8	4	-1%	0%	0%	?	7%
COc1ccc(C(=O)NCc2csc(C(C)C)n2)cc1OC1CCN(C(C)=O)CC1	0	2%	3	-1	7%	-15%	11%	6%	15%
COc1ccc(-n2cnnc2SCC(=O)Nc2ccc(C(N)=O)cc2)cc1	4	-29%	12	21	5%	6%	5%	1%	0%
CCOc1cc(C(=O)N2CCN(c3ccccn3)CC2)cc(OCC)c1OCC	4	-6%	13	2	-1%	0%	-15%	-1%	5%
O=C(NCC(c1ccco1)N1CCc2ccccc21)c1ccccc1Br (configuration not stated)	-7	-1%	-20	4	-5%	-3%	?	6%	0%

Looked up above.
In KB-3-1 tox, CCCC(=O)C1=C(O)C(C(=O)OC)C(C)(C)CC1=NC(C)C (configuration not stated) reads -8%
In KB-3-1 tox, O=C(c1ccc(Cl)cc1)C1CCN(C(=O)C2CC2)CC1 reads 11%
In DRD3 agonist, CCc1ccc(NC(=O)Cn2c(=O)n(CCCCC(=O)NCCc3ccc(Cl)cc3)c(=O)c3ccccc32)cc1 reads -1

Rows are unselected; overall some 12% were active at least once.
